Source: PubChem BioAssay (Sanford-Burnham Center for Chemical Genomics)
SENP7 inh: blocks the human protease SENP7 | Q9BQF6 | recombinant SENP7, Z-RLRGG-aminoluciferin luminescence, 40 min | inhibition, % at 5 µM | actives 1.5% (n = 330,000) | AID 434973;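 active = inhibition above about 50% at the single test dose, limit read from the data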;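 also: plate controls were DMSO with enzyme for no effect and no enzyme buffer wells for full effect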
PfGluPho inh: PfG6PD (Plasmodium falciparum) enzyme inhibition | PfGluPho enzyme, NADPH resazurin-diaphorase fluorescence | inhibition, % at 20 µM | actives 0.78% (n = 350,000) | AID 504690;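 active = inhibition reaching at least a set limit at 20 µM in the primary screen, cut at about 59% in these data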;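 also: 0% = DMSO wells with substrate and 100% = DMSO wells lacking glucose-6-phosphate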
UBC13 inh: inhibitors of human UBC13 polyubiquitin chain formation. actives 0.47% (n = 330,000). inhibition, % at 20 µM. TR-FRET. AID 485273. P61088; in the data active = inhibition above about 45%, passing the limit was not always enough
Target sequence (P61088 whole entry, looked up): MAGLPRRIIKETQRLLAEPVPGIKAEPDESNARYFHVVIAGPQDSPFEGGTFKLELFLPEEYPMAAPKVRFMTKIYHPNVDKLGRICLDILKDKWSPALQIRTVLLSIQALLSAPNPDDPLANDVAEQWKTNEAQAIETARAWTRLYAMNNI
SENP8 block-1: inhibitors of human SENP8 protease | Q96LD8 | purified SENP8, Z-RLRGG-aminoluciferin cleavage, luminescence | inhibition, % at 10 µM | actives 1.2% (n = 330,000) | AID 2540; in the data active = inhibition above about 50%
SENP8 block-2: SENP8 (human) protease inhibition | inhibition, % at 20 µM | actives 0.64% (n = 360,000) | AID 602440 | recombinant SENP8, Nedd8 substrate fluorescence; in the data active = inhibition mostly above about 40%, no sharp cut-off; inactive = mostly below about 27%
SENP6 inh: SENP6 protease inhibition | actives 1.8% (n = 330,000) | inhibition, % at 10 µM | AID 2599 | Recombinant SENP6 catalytic domain, aminoluciferin luminescence | Q9GZR1;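 active = inhibition above about 50% at the single tested dose, limit read from the data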;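 also: plate controls were DMSO wells with enzyme for no effect and DMSO wells lacking enzyme for full effect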
Target sequence (Q9GZR1 628-1112 limits assumed): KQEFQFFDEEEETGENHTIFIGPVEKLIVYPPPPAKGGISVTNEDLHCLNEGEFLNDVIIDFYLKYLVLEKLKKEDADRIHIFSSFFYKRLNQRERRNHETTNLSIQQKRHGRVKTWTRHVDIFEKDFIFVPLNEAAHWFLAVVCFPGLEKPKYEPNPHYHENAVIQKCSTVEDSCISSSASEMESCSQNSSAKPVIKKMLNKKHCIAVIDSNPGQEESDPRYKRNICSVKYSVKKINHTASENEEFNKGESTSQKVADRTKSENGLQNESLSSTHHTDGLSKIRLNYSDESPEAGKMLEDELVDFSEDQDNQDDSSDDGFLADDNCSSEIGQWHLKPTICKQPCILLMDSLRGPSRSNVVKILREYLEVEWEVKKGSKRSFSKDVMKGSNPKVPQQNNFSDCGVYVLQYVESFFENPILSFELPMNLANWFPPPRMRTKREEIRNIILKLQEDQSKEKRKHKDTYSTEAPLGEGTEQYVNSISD
HKDC1 inhibitor: blocks human hexokinase HKDC1 activity | AID 493160 | actives 0.16% (n = 340,000) | Q2TB90 | inhibition, % at 20 µM | recombinant HKDC1, G6PDH/diaphorase resazurin coupled fluorescence;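 active = inhibition above about 35% when tested at 20 µM, limit read from the data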;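 also: plate controls were DMSO wells with enzyme for no effect and DMSO wells lacking enzyme for full effect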
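Assay system – recombinant HKDC1 (HK5) hexokinase enzyme, produced in-house · Input – HKDC1 at 5 µg/mL · Reagent – glucose plus 1 mM ATP as hexokinase substrates · Timing – 90 min reaction incubation at room temperature, dark · Measured by – G6PDH/diaphorase-coupled fluorescence, 1 mM NADP, 100 µM resazurin, 525/613 nm · Benchmarks – DMSO-enzyme wells negative, buffer-substituted wells positive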
MIN6 prolif: MIN6 beta-cell proliferation induction. actives 0.29% (n = 330,000). MIN6 cells proliferation, ATPlite luminescence, 48 h; cells starved in 0.2% serum; 100% = growth in 10% serum. proliferation, % at 10 µM;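 active = compounds whose signal lies at least 3.5 SD above the mean of all wells on their plate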;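 also: 0% = DMSO-treated cells in low-serum medium and 100% = 10% serum control; some compounds called inactive have numbers as strong as hits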
SENP1 FRET inh: blocks the human SENP1 SUMO protease catalytic domain. Q9P0U3. recombinant SENP1 catalytic domain, CyPet-SUMO1-YPet FRET cleavage. inhibition, % at 10 µM. actives 0.21% (n = 360,000);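 active = inhibition at least 30% at 10 µM, raw YFP signal under a set limit, fluorescence ratio 0.5 to 1.5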;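 also: 0% = enzyme with DMSO and 100% = no enzyme wells; some results filed as inactive read as strong as hits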
Target sequence (Q9P0U3 419-644 limits assumed): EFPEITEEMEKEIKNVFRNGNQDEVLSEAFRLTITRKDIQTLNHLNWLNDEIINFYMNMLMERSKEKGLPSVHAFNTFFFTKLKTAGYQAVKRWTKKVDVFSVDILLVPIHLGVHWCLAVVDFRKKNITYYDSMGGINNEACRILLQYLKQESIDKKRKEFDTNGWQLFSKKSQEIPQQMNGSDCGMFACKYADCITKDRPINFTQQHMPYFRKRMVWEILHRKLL
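Material: hSENP1 catalytic domain, recombinant; medium: Tris pH 8 with BME, BSA, NP40 and catalase; compound: single concentration of 10 µM compound, 0.5% DMSO final; technique: FRET read of cyan and yellow fluorescence; timing: 50 min enzyme reaction, room temperature, light-protected; reagent: SFCypet-SUMO1-SFYpet substrate at 25 nM; control set: no-enzyme low, enzyme-DMSO high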
* hit, by the source's call; i = inactive; x = not tested or not shown.

SMILES | SENP7 inh | PfGluPho inh | UBC13 inh | SENP8 block-1 | SENP8 block-2 | SENP6 inh | HKDC1 inhibitor | MIN6 prolif | SENP1 FRET inh
CN1CCN(C(=O)Cn2c(C(F)(F)F)nc3ccccc32)CC1 | -1.7 | -1.7 | 12.6 | -3.3 | 24.9 | -9.7 | -3.8 | 1.5 | -0.5
Cc1ccc(NC(=O)C(C)N2C(=O)C3CC=C(Cl)CC3C2=O)cc1 (stereo not drawn) | -2.4 | -5.5 | -6.6 | -2.7 | 6.9 | -13.1 | -3.0 | -2.5 | -14.0
O=C(O)C1CC=CCC1C(=O)Nc1ccc(Oc2ccc(Cl)cc2)cc1 (stereo not drawn) | -8.6 | -46.5 | -3.7 | -7.6 | 18.4 | -15.7 | 9.5 | -2.4 | -3.4
Cc1ccc(C(=O)C(C)OC(=O)CCS(=O)(=O)c2ccc(C)cc2)cc1 (stereo not drawn) | 1.0 | -7.5 | 7.9 | 2.9 | 10.8 | 7.7 | 0.3 | -3.6 | 1.6
Cc1nc2ccccc2cc1C(=O)N/N=C/c1ccc([N+](=O)[O-])cc1 | 0.2 | -6.4 | -8.8 | -4.6 | 14.5 | -16.6 | 2.5 | 0.0 | -0.3
CCOc1ccccc1-c1ccc(C(=O)NCc2ccccc2)o1 | 1.5 | 21.1 | 18.8 | -0.2 | i | 1.0 | 1.9 | -5.2 | -2.8
COC(=O)c1nnn(-c2ccccc2)c1N | 11.8 | 0.0 | 8.1 | 4.9 | 19.0 | -3.9 | -2.4 | -1.4 | 3.7
O=C(Nc1ccccc1)N1C2CCC1CC(O)(c1cccnc1)C2 (stereo not drawn) | 4.1 | -10.1 | 2.0 | -4.4 | 11.9 | -7.7 | 6.1 | -0.7 | -1.0
Cc1ccc(SCC(=O)OCc2csc(CC(=O)Nc3ccccc3C)n2)cc1C | 7.4 | 17.0 | -2.9 | -7.3 | -36.6 | -5.4 | -0.4 | -3.7 | -55.8
Cc1ccc2[nH]c(=O)c(C3=NN(C(=O)CCC(=O)O)C(c4cccs4)C3)c(-c3ccccc3)c2c1 (stereo not drawn) | -4.2 | -5.8 | -4.9 | 6.8 | -265.9 | -5.6 | 2.4 | 0.0 | -1.0
CCCCNC(=O)c1cc2c(C)cc(C)cc2[nH]1 | 7.0 | 30.3 | -4.4 | -10.3 | -23.5 | -11.7 | -2.2 | -1.4 | -0.8
Cn1c(=O)c2[nH]c(Cc3cccc(O)c3)nc2n(C)c1=O | x | 8.8 | x | x | -176.8 | x | -5.4 | x | -27.4
O=C(O)CC(NC(=O)Cc1ccccc1)c1ccccc1 (stereo not drawn) | -1.6 | -10.2 | 0.4 | 6.7 | 11.0 | 8.9 | -7.2 | 4.0 | 2.7
CN(C(=O)COC(=O)c1ccc(S(=O)(=O)N2CCOCC2)cc1)c1ccccc1 | 5.1 | 6.7 | 0.8 | -5.8 | 7.3 | 0.2 | -7.8 | 1.0 | -0.1
O=C(O)CSCC(=O)N1N=C2/C(=C/c3ccccc3)CCCC2C1c1ccccc1 (stereo not drawn) | -0.7 | -22.2 | -2.3 | 0.5 | -79.2 | -5.8 | -1.3 | 0.0 | 2.6
O=C(CSc1nc2ccccc2c(=O)[nH]1)Nc1cccc([N+](=O)[O-])c1 | 1.5 | -6.0 | -4.6 | 10.9 | 15.1 | -3.5 | 7.5 | -2.6 | 0.9
COc1cc(/C=C(/C#N)C(=O)Nc2ccccc2)ccc1OCc1ccc(C(=O)O)cc1 | 11.4 | -6.5 | -14.4 | 4.0 | -19.7 | 19.7 | -1.0 | -3.9 | -4.5
O=C(COC(=O)C1(c2ccccc2)CC1)N1CCN(c2ccc(F)cc2)CC1 | -8.3 | 14.4 | -2.9 | -7.9 | 14.3 | -15.5 | -0.1 | -1.8 | 0.0
CCOC(=O)N1CCN(S(=O)(=O)c2ccc(C(=O)N(CCN(C)C)c3nc4c(C)cccc4s3)cc2)CC1 | -4.4 | 2.3 | 11.0 | -2.9 | 4.4 | 7.7 | -7.6 | -2.6 | 1.1
CCn1c(Cc2cccs2)nnc1SCC(=O)NC(C)(C)C | -3.4 | -17.3 | -2.8 | -6.2 | 7.8 | -32.3 | -4.8 | -1.3 | 0.7
CCOC(=O)c1ccc(-n2nc(C)cc2C)cc1 | 4.6 | 2.6 | 0.4 | -10.0 | 12.7 | 13.8 | -7.1 | -1.9 | 0.9
O=C(NCc1ccncc1)c1ccc(Oc2ccccc2)cc1 | -9.8 | -3.8 | 7.5 | -9.5 | 25.2 | -14.2 | -2.9 | -2.5 | 0.8
CCN(CC)S(=O)(=O)c1ccc(OC)c(NC(=O)CSCc2c(C)noc2C)c1 | 8.0 | 10.9 | -3.9 | 2.6 | -0.4 | 7.7 | 4.2 | -0.1 | 0.0
CC(NC(=O)COc1ccc(S(=O)(=O)N2CCOCC2)cc1)c1ccccc1 (stereo not drawn) | -11.2 | 5.4 | -5.0 | -2.0 | 10.8 | -13.0 | -2.1 | -0.1 | 1.3
COC1CCN(C(=O)c2ccc3oc(Cc4ccc(Cl)cc4)nc3c2)CC1 | -5.2 | 19.8 | -4.2 | 7.0 | 8.2 | -14.3 | -5.4 | -1.9 | 4.3

3 entries already listed, sorted by the value under SENP7 inh, low to high:
mol	SENP7 inh	PfGluPho inh	UBC13 inh	SENP8 block-2	SENP6 inh	HKDC1 inhibitor	SENP1 FRET inh
CN(C(=O)COC(=O)c1ccc(S(=O)(=O)N2CCOCC2)cc1)c1ccccc1	5.1	6.7	0.8	7.3	0.2	-7.8	-0.1
CCCCNC(=O)c1cc2c(C)cc(C)cc2[nH]1	7.0	30.3	-4.4	-23.5	-11.7	-2.2	-0.8
CCN(CC)S(=O)(=O)c1ccc(OC)c(NC(=O)CSCc2c(C)noc2C)c1	8.0	10.9	-3.9	-0.4	7.7	4.2	0.0

Three structures out of the list, ordered by molar mass, high to low:
SMILES | SENP7 inh | PfGluPho inh | UBC13 inh | SENP8 block-1 | SENP8 block-2 | SENP6 inh | HKDC1 inhibitor | MIN6 prolif | SENP1 FRET inh
Cc1ccc2[nH]c(=O)c(C3=NN(C(=O)CCC(=O)O)C(c4cccs4)C3)c(-c3ccccc3)c2c1 (stereo not drawn) | -4.2 | -5.8 | -4.9 | 6.8 | -265.9 | -5.6 | 2.4 | 0.0 | -1.0
Cc1ccc(C(=O)C(C)OC(=O)CCS(=O)(=O)c2ccc(C)cc2)cc1 (stereo not drawn) | 1.0 | -7.5 | 7.9 | 2.9 | 10.8 | 7.7 | 0.3 | -3.6 | 1.6
Cn1c(=O)c2[nH]c(Cc3cccc(O)c3)nc2n(C)c1=O | x | 8.8 | x | x | -176.8 | x | -5.4 | x | -27.4

Carrying on:
SMILES | SENP7 inh | PfGluPho inh | UBC13 inh | SENP8 block-1 | SENP8 block-2 | SENP6 inh | HKDC1 inhibitor | MIN6 prolif | SENP1 FRET inh
O=C(OCC(=O)N1CCOCC1)c1ccccc1OCc1ccc(Cl)cc1 | 1.9 | 18.5 | 2.5 | -1.9 | 6.0 | -19.7 | -5.8 | -3.9 | 2.7
CC(OC(=O)Cc1coc2ccc3ccccc3c12)C(=O)Nc1ncc(Cl)cc1Cl (stereo not drawn) | 5.8 | 6.9 | 14.2 | -2.3 | -86.0 | -3.8 | 4.3 | -2.1 | -17.5
CCOC(=O)C1=C(COC(=O)CCS(=O)(=O)c2ccc(C)cc2)NC(=O)NC1C (stereo not drawn) | -8.0 | -8.6 | -9.8 | 4.7 | -0.5 | -5.8 | -10.1 | -3.9 | -1.0
C#Cc1cccc(NC(=O)C2CCN(C(C)=O)CC2)c1 | 5.2 | -18.3 | 16.7 | 2.6 | 7.3 | 0.2 | 0.1 | 0.1 | 2.9
CC(C)c1nc2cc(C(=O)N3CCNC(=O)C3c3ccc(F)cc3)ccc2o1 (stereo not drawn) | -2.3 | 10.4 | 0.2 | 5.1 | 10.2 | 7.2 | -5.5 | -1.2 | 0.8
COc1cccc(C(=O)NC(=S)Nc2ccc([N+](=O)[O-])cc2C)c1 | 3.8 | -1.2 | -0.7 | -2.0 | 16.4 | 4.6 | -6.8 | -1.6 | -10.8
O=C(NCc1cccs1)C1CCN(c2nc3ccccc3o2)CC1 | -7.8 | -8.5 | 8.9 | -2.7 | 13.7 | -19.3 | -1.4 | -3.4 | 1.7
CC(=O)N(CCS(=O)(=O)c1ccc(Cl)cc1)Cc1cccs1 | 7.7 | 2.2 | 3.3 | 5.5 | 13.2 | -5.5 | -1.6 | 0.7 | -0.6
CN(Cc1ccccc1)C(=O)COc1ccc(C(C)(C)C)cc1 | 2.1 | -2.3 | 2.6 | -1.4 | 13.7 | -4.6 | 0.6 | -4.4 | 2.4
O=C(Nc1cccc(S(=O)(=O)N2CCOCC2)c1)c1cnn2c(C(F)F)cc(-c3ccccc3)nc12 | 3.4 | -5.2 | -3.4 | 1.0 | -56.8 | 2.2 | -3.1 | -2.5 | -6.6
Cc1cccc(OCCC(=O)Nc2ccc(C)c(S(=O)(=O)N3CCOCC3)c2)c1 | -9.1 | -3.4 | 4.7 | 4.2 | -6.5 | 9.0 | -1.6 | -1.7 | -1.1
CN(Cc1nc(-c2cnccn2)no1)Cc1n[nH]c2c1CCCC2 | x | -17.9 | x | x | 5.0 | x | -7.2 | x | -3.4
CCCN(CCC)c1c([N+](=O)[O-])c(=O)oc2ccccc12 | -4.0 | -0.8 | -3.6 | -3.7 | 8.9 | 6.8 | 1.0 | -3.4 | -0.6
O=C(O)C1CCCCC1C(=O)Nc1cnn(Cc2ccccc2)c1 (stereo not drawn) | -5.7 | -16.3 | -0.9 | 2.4 | 10.7 | -6.4 | -8.3 | 2.3 | 2.4
CC(=O)c1cccc2c(O)c(C3=Nc4ccccc4C3=O)[nH]c12 | 13.0 | 31.9 | -216.3 | 59.1* | -0.6 | 54.5* | 14.9 | -4.9 | -10.2
CCOC(=O)N1CCN(c2c(NCCc3ccc(C)cc3)c(=O)c2=O)CC1 | 11.8 | 1.7 | 3.6 | -1.1 | 11.6 | 2.8 | 4.2 | -1.4 | -2.6
CC(C)(Cl)C1Cc2cc3ccc(=O)oc3cc2O1 (stereo not drawn) | 0.9 | -4.8 | 6.9 | 0.5 | -349.7 | 2.0 | -2.7 | -1.4 | -0.9
N#CC1=C(Nc2ccccc2)SC=C(c2ccc(F)cc2)N=C1N1CCOCC1 | 1.4 | x | -3.7 | -4.3 | x | 2.3 | x | -2.6 | x
COc1ccc(C(NC(=O)c2cccc(F)c2)c2ccccc2)cc1 (stereo not drawn) | -4.0 | -0.3 | 10.3 | -2.7 | 13.3 | -6.3 | -7.4 | 0.0 | 1.7
CCOc1ccc(S(=O)(=O)NCC2CCCO2)c2ccccc12 (stereo not drawn) | -3.2 | -8.7 | 7.4 | 7.6 | -19.3 | 2.8 | 0.7 | -0.2 | 0.1
COC(=O)c1sc(NC(=O)CSc2nnc(Cn3nnc4ccccc43)n2C)nc1C | -8.8 | -21.5 | -7.5 | -7.9 | 6.1 | -2.5 | -0.1 | 0.0 | 2.3
Cc1oc2ccc(O)cc2c1C(=O)OC(C)C | 0.2 | -9.0 | 24.7 | -0.5 | 2.1 | -3.7 | -3.4 | -1.8 | -3.9
